TWEAK Fn14 block = inhibitors of TWEAK-Fn14 signaling, primary screen, luciferase reporter cells, uHTS; TWEAK-stimulated Fn14 reporter cells, luciferase luminescence, 8 h; inhibition, % at 10 µM; actives 2% (n = 360,000); in the data active = inhibition above about 50%
ABHD5 PLIN5 PPI = ABHD5-PLIN5 interaction inhibitors, primary screen, cell lysate, split luciferase complementation, luminescence; inhibition, % at 4 µM; Split G. princeps luciferase complementation, 4 h; actives 0.78% (n = 360,000);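 active = inhibition above the mean inhibition across every tested compound plus 3 SD, cut at about 22% in these data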;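 also: 0% = DMSO only wells and the 100% control is not disclosed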
NCOA1 inh = SRC1 coactivator transcriptional activity inhibitors, primary screen, cell-based, luminescence. actives 0.12% (n = 360,000). HEK293 GAL4-SRC1 luciferase reporter. inhibition, % at 3.6 µM. Nuclear receptor coactivator 1 (Homo sapiens), Q15788. AID 588354, 2011;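 active = inhibition above the campaign mean plus 3 SD, with each screening campaign given its own cutoff, cut at about 60% in these data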;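 also: 0% = DMSO treated cells and 100% = gossypol at 36 µM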
LRH-1 inv ag = LRH-1 (NR5A2) inverse agonists, primary screen, cell-based, luminescence, HEK293T, StAR-luciferase reporter | Nuclear receptor subfamily 5 group A member 2 (Homo sapiens), O00482 | LRH-1 transfected, 24 h | inhibition, % at 3.6 µM | actives 0.13% (n = 360,000);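 active = inhibition above the mean inhibition of all tested compounds plus 3 SD, cut at about 73% in these data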;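 also: 0% = DMSO wells and 100% = reporter-only cells lacking LRH-1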
NCOA2 inhibitor = inhibition of GAL4-SRC2 driven luciferase reporter, primary screen, SRC2 inhibitor project, cell-based, luminescence; inhibition, % at 9 µM; AID 651957, 2012; HEK293 GAL4-SRC2 luciferase reporter; actives 0.17% (n = 370,000); Nuclear receptor coactivator 2 (Homo sapiens), Q15596;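 active = inhibition above the mean inhibition of all tested compounds plus 3 SD, set per campaign, cut at about 52% in these data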;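 also: 0% = DMSO treated cells and 100% = cells given Gossypol at 36 µM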
TROY NFkB inh = inhibitors of TROY-driven NF-kB signaling, primary screen, Q293 LMP1-TROYcd cells, NF-kB luciferase, uHTS; Q293 LMP1-TROYcd NF-kB luciferase reporter, 4 h; inhibition, % at 10 µM; actives 0.98% (n = 360,000);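 active = compounds whose plate-normalised and pattern-corrected inhibition of the luciferase reporter signal at the single screening dose is 50% or more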
COUP-TFII inh = NR2F2 transcriptional activity inhibitors, primary screen, cell-based, luciferase reporter, HEK293T, luminescence | COUP transcription factor 2 (Homo sapiens), P24468 | HEK293T NGFI-A luciferase reporter | inhibition, % at 8.6 µM | actives 0.7% (n = 370,000);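 active = inhibition above a per-plate cutoff, mean inhibition of test wells between control levels plus 3 SD, cut at about 38% in these data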;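 also: cells cotransfected with COUP-TFII expression vector driving the NGFI-A reporter; 0% = median of COUP-TF2 test wells and 100% = reporter-only cells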
TLR9-MyD88 inh = inhibitors of TLR9-MyD88 association in cells, primary screen, cell-based, CHO, BLA complementation, fluorescence; Toll-like receptor 9 (Homo sapiens) + Myeloid differentiation primary response protein …; CCF4 FRET ratio; inhibition, % at 4.98 µM; actives 0.21% (n = 340,000);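 active = inhibition above the mean over all tested compounds plus 3 SD, cut at about 21% in these data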;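 also: 0% = DMSO only wells and 100% = clavulanate BLA inhibitor control wells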
Granule exo inh = LAMP-1 surface exposure blockers, TALL-104 cells – cell-based, flow cytometry, MLPCN library, primary screen; TALL-104 LAMP-1 surface exposure; cells stimulated with thapsigargin and PMA; inhibition, % at 10 µM; actives 0.66% (n = 360,000); AID 651702, 2012;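 active = inhibition above about 55%, limit read from the data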
SRC3 inh = SRC3 coactivator transcriptional activity inhibitors, primary screen, cell-based, luminescence; Nuclear receptor coactivator 3 (Homo sapiens), Q9Y6Q9; HEK293 GAL4-SRC3 luciferase reporter; inhibition, % at 3.6 µM; actives 0.17% (n = 360,000); AID 588352, 2011;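 active = inhibition above a per-campaign cutoff, the mean of all compounds plus 3 SD, cut at about 60% in these data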;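 also: 0% = DMSO-treated cells and 100% = gossypol-treated cells at 36 µM; higher means less SRC3-driven luciferase light from the GAL4 reporter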
Target sequence (Q9Y6Q9 whole entry, looked up, the tested form may be a part): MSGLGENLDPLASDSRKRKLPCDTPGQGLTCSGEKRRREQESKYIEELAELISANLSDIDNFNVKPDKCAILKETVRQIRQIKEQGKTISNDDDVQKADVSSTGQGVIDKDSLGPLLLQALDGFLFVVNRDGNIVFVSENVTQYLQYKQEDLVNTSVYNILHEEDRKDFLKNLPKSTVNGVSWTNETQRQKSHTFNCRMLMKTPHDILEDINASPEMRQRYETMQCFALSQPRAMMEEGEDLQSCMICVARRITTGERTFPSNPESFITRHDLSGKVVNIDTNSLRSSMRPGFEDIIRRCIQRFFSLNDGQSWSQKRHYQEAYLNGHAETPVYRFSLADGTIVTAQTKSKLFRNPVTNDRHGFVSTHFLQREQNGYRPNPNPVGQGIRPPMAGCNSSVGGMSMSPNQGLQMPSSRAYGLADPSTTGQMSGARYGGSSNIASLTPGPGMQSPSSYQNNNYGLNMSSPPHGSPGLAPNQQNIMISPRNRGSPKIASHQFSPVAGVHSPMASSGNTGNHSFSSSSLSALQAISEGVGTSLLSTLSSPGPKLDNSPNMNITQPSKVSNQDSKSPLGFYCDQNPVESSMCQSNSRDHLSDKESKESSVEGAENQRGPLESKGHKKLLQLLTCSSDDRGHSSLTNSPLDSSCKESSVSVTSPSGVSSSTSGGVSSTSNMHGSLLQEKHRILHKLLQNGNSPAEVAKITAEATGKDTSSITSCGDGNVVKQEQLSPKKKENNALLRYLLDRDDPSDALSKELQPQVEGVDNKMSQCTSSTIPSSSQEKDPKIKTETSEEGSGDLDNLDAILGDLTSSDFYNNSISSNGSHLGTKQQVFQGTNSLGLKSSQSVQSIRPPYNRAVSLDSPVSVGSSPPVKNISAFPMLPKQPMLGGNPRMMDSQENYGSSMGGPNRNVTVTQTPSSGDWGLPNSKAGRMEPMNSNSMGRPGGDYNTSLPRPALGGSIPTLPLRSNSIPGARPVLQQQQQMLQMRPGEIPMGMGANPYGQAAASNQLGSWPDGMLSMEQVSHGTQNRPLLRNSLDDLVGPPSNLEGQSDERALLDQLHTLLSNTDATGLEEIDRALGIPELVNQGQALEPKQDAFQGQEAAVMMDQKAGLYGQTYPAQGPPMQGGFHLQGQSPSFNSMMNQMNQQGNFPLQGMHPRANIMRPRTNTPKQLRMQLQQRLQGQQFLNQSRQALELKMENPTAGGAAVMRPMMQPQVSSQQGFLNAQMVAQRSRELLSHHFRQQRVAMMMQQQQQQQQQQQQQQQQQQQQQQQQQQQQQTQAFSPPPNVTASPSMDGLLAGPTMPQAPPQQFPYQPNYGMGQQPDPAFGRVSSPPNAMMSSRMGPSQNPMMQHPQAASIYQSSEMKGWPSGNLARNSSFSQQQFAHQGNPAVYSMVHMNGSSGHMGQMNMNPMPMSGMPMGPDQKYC
NOD2 RIPK2 PPI = NOD2-RIPK2 binding disruptors in cells, primary screen, fluorescence, CHO cells, BLA complementation | Receptor-interacting serine/threonine-protein kinase 2 (Homo sapiens), O43353 | actives 0.38% (n = 360,000) | inhibition, % at 4.98 µM | CCF4 ratio; in the data active = inhibition above about 21%;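 also: 0% = vehicle only and 100% = reference blocker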
Numbers without * were called inactive; x = not tested or not shown. This is a subset, so the mix of outcomes need not match the whole.

SMILES	TWEAK Fn14 block	ABHD5 PLIN5 PPI	NCOA1 inh	LRH-1 inv ag	NCOA2 inhibitor	TROY NFkB inh	COUP-TFII inh	TLR9-MyD88 inh	Granule exo inh	SRC3 inh	NOD2 RIPK2 PPI
CCOc1ccc(N2CC(C(=O)NCCN3C(=O)S/C(=C\c4ccc(OC)cc4)C3=O)CC2=O)cc1 (stereo unspecified)	-29	0	9	12	8	-64	5	11	-4	-5	-2
CCC(=O)NCc1c(C)c(C)n(Cc2ccccc2)c1-n1cccc1	13	-3	-12	14	-29	-10	-10	-1	-5	16	-13
CN(C)S(=O)(=O)N1CCC(C(=O)O)(c2ccccc2)CC1	-9	1	-11	21	-5	-6	-8	0	4	-1	-6
Cc1cc(C)c2c(c1)cc(C)c1nnc(SCC(=O)N3CCCc4ccccc43)n12	8	3	5	1	-6	-28	0	-11	1	4	-5
CCOc1ccc(CNC(=O)C2CCN(c3nnc(C)c4c(C)n(-c5ccc(C)cc5)nc34)CC2)cc1	-31	10	-8	-4	-11	4	23	7	43	10	36*
COc1ccc(C2C=C(c3ccc(C)cc3)Nc3ncnn32)cc1 (stereo unspecified)	0	7	-32	6	-56	1	-23	41*	-3	-15	52*
Cc1ccccc1-c1cnc(C(O)c2ccc(-c3ccccc3)cc2)[nH]1 (stereo unspecified)	1	-5	-7	-24	0	15	7	x	3	-15	3
O=C(CCc1ccccc1)NNC(=O)c1ccco1	-4	1	3	9	-22	-2	-10	8	3	-11	-10
O=C(COC(=O)Cc1n[nH]c(=O)c2ccccc12)NNC(=O)c1ccccc1	4	6	2	11	4	-4	0	8	0	9	-2
COCCN1C(=O)c2ccccc2C1c1nnnn1Cc1ccccc1 (stereo unspecified)	9	2	x	8	3	-9	19	x	-1	x	-11
COC(=O)C1C(=O)c2c([nH]c(C(=O)OC3CCCC3C)c2C)CC1C (stereo unspecified)	-22	-10	-72	-136	-76	15	-54	-11	-3	-75	2
CCOC(=O)[C@H]1[C@H]2COc3ccc(OC)cc3[C@@H]2N2C(=O)CN(Cc3ccc(OC)cc3)C(=O)[C@@]12C	13	11	2	18	6	-24	-7	-8	-2	2	-5
Nc1nnc(Cc2ccccc2)s1	-6	-5	-5	-3	16	-6	1	1	-2	4	0
CCCCc1nc(SCCOC)c2c(=O)n(C)c(=O)n(C)c2n1	-2	1	6	-15	7	8	0	8	3	2	-10
COc1cc(NC(=O)c2ccc(Cl)cc2)c(OC)cc1NC(=O)CN1CCCCC1	-24	-2	-34	-20	-26	-48	3	x	0	-9	-3
COc1cccc(C2CC(c3ccc(NS(C)(=O)=O)cc3)=NN2C(=O)c2ccccc2)c1OC (stereo unspecified)	17	-3	5	4	-14	-8	-5	10	-4	20	-14
Cc1nc(CSc2nsc(C)c2C#N)cs1	-13	-3	-14	-27	-27	-7	-3	0	-3	-25	-1
O=C(CNC(=O)Cn1ccc2ccccc2c1=O)NCCCN1CCN(c2cccc(Cl)c2)CC1	19	7	-3	1	-4	13	12	-1	0	-14	-9
O=C(c1ccc(N2CCN(C(=O)c3ccc(F)cc3F)CC2)cc1)c1cccc(F)c1	23	-1	6	7	17	30	22	-5	1	-8	3
Cc1ccc(C)c(NS(=O)(=O)c2cc(C(=O)NCc3ccco3)ccc2C)c1	13	0	3	2	18	10	-4	4	0	24	-4
CC(C)(C)NC(=O)CCC1COc2ccccc2O1 (stereo unspecified)	-38	0	-26	1	7	-33	11	6	-2	-12	-2
CN(C(=O)CSc1nc(N)cc(N)n1)C1CCS(=O)(=O)C1 (stereo unspecified)	0	1	-13	3	-17	-3	0	7	0	11	3
CCOc1ccc(CCNC(=O)Cn2ccc3cc(S(=O)(=O)N4CCCC4)ccc32)cc1	-2	-3	-1	-9	13	1	11	-15	-2	4	-1
c1ccc(-c2ccccc2OCCN2CCCCC2)cc1	-6	3	-15	2	-27	-19	-4	-8	-6	18	-11
Cc1ccc(S(=O)(=O)N2CCCCC2)cc1NC(=O)COc1ccccc1F	14	4	6	-18	-9	-8	11	-7	-1	17	2
COc1cc(Cn2c3ccc(NC(=O)CC(C)(C)C)cc3c(=O)n2C)ccc1F	-3	1	-2	6	6	-11	18	x	-2	0	-4
CS(=O)(=O)c1ccc2nc(NC(=O)c3ccc(NS(=O)(=O)c4ccc(F)c(F)c4)cc3)sc2c1	7	6	-21	19	-22	11	-7	-7	0	11	-14
COC(=O)CCCN1C(=O)NC(c2ccc(-c3ccccc3)cc2)C(C(=O)OCc2ccccc2)=C1C (stereo unspecified)	-9	-3	-6	5	7	6	-2	6	-4	4	1
COc1ccc(-c2nnc(N(C)C(=O)c3ccno3)s2)cc1	50*	0	-65	-71	-56	x	-18	-15	-2	-73	-14
CN(C)C(=O)c1cn(N(C)c2ncc(C(F)(F)F)cc2Cl)c(=O)c2ccccc12	20	1	-5	8	-6	1	5	-8	-6	-5	4
COc1ccc(OC(=O)C(C)N2C(=O)c3ccccc3C2=O)cc1 (stereo unspecified)	3	5	13	-6	8	-9	21	-5	-4	-5	-4
CCOC(=O)/C(C#N)=C1/C(=O)N(Cc2ccccc2)c2ccccc21	-7	-4	-12	-5	6	2	10	-6	1	-1	-4
CC1(C)CN(c2ccc(CC#N)cc2)C1=O	-27	-1	7	7	22	-33	-28	-13	-4	15	-4
O=[N+]([O-])c1cccc(COc2ncnc3cc([N+](=O)[O-])ccc23)c1	10	3	-2	16	-13	4	8	-3	1	16	-19
N#Cc1c(SCC(=O)O)nc(-c2ccccc2)c2c1CCCC2	4	5	-5	9	-13	1	2	4	3	20	-6
CCCCCCNC(=O)CSc1nccn1Cc1ccccc1	8	-7	-22	-19	12	11	-3	-1	-1	12	7
CC(C)(C)c1cc(CCC(=O)N2CCCC2)cc(C(C)(C)C)c1O	-10	3	-8	5	-5	-22	-2	-3	-2	-2	0
NS(=O)(=O)c1ccc(NC(=S)Nc2ccc(S(=O)(=O)N3CCCC3)cc2)cc1	-2	-19	-25	6	15	0	-7	-3	-2	-8	1
CCN1CCCC1CNc1ncnc2c1[nH]c1ccc(F)cc12 (stereo unspecified)	-6	8	-6	13	-26	9	9	1	-5	10	-11
Cc1[nH]c(=O)[nH]c(=O)c1S(=O)(=O)N1CCOCC1	7	2	15	-6	5	-1	-6	-3	0	7	8
CC1CCCCN1S(=O)(=O)c1ccc(NC(=O)c2cccc(-n3cnnn3)c2)cc1 (stereo unspecified)	-1	-2	3	-15	5	7	-4	-3	-4	13	-3
COCc1cc(=O)n2[nH]cc(-c3ccccc3)c2n1	12	4	-5	2	-47	22	-23	-2	0	-10	-4
Cc1cc(Oc2ccccc2)nc(N)n1	4	5	-6	-10	-8	-17	7	-1	0	6	-6
Cc1cccc(C(=O)N/C(=C/c2ccco2)C(=O)N2CCCCCC2)c1	21	2	-18	1	2	-22	8	4	-1	7	7
O=C(NNC(=O)c1ccc(S(=O)(=O)N2CCCCC2)cc1)c1ccc(F)cc1	45	-2	7	9	1	-3	2	-9	3	-7	-2

Profiles, looked up by structure. Values in the order: TWEAK Fn14 block, ABHD5 PLIN5 PPI, NCOA1 inh, LRH-1 inv ag, NCOA2 inhibitor, TROY NFkB inh, COUP-TFII inh, TLR9-MyD88 inh, Granule exo inh, SRC3 inh, NOD2 RIPK2 PPI
Entry for N#Cc1c(SCC(=O)O)nc(-c2ccccc2)c2c1CCCC2 : 4, 5, -5, 9, -13, 1, 2, 4, 3, 20, -6
Entry for CCCCCCNC(=O)CSc1nccn1Cc1ccccc1 : 8, -7, -22, -19, 12, 11, -3, -1, -1, 12, 7

(further entries)
SMILES	TWEAK Fn14 block	ABHD5 PLIN5 PPI	NCOA1 inh	LRH-1 inv ag	NCOA2 inhibitor	TROY NFkB inh	COUP-TFII inh	TLR9-MyD88 inh	Granule exo inh	SRC3 inh	NOD2 RIPK2 PPI
COc1ccc(/C=C/C(=O)c2ccccc2O)cc1	7	19	-49	-46	x	-29	x	3	8	-43	-7
COc1cc(C(=O)OCC(=O)Nc2cc(C)on2)c([N+](=O)[O-])cc1OC	-20	0	-5	-1	7	8	-15	-7	3	10	-12
COc1ccc(N2CCN(C(=O)CSc3nnc4c(C)cc5ccccc5n34)CC2)cc1	-14	1	-16	16	-35	18	-10	-8	-2	2	0
CCn1c(SCC(=O)N/N=C/c2ccncc2)nc2ccccc21	-15	0	-21	-7	3	3	-2	-12	0	11	-6

Structures listed so far that contain fluorine, in the order listed:
SMILES	TWEAK Fn14 block	ABHD5 PLIN5 PPI	NCOA1 inh	LRH-1 inv ag	NCOA2 inhibitor	TROY NFkB inh	COUP-TFII inh	TLR9-MyD88 inh	Granule exo inh	SRC3 inh	NOD2 RIPK2 PPI
O=C(c1ccc(N2CCN(C(=O)c3ccc(F)cc3F)CC2)cc1)c1cccc(F)c1	23	-1	6	7	17	30	22	-5	1	-8	3
Cc1ccc(S(=O)(=O)N2CCCCC2)cc1NC(=O)COc1ccccc1F	14	4	6	-18	-9	-8	11	-7	-1	17	2
COc1cc(Cn2c3ccc(NC(=O)CC(C)(C)C)cc3c(=O)n2C)ccc1F	-3	1	-2	6	6	-11	18	x	-2	0	-4
CS(=O)(=O)c1ccc2nc(NC(=O)c3ccc(NS(=O)(=O)c4ccc(F)c(F)c4)cc3)sc2c1	7	6	-21	19	-22	11	-7	-7	0	11	-14
CN(C)C(=O)c1cn(N(C)c2ncc(C(F)(F)F)cc2Cl)c(=O)c2ccccc12	20	1	-5	8	-6	1	5	-8	-6	-5	4
CCN1CCCC1CNc1ncnc2c1[nH]c1ccc(F)cc12 (stereo unspecified)	-6	8	-6	13	-26	9	9	1	-5	10	-11
O=C(NNC(=O)c1ccc(S(=O)(=O)N2CCCCC2)cc1)c1ccc(F)cc1	45	-2	7	9	1	-3	2	-9	3	-7	-2

Compound activity from PubChem.
